Screening data as filed in PubChem BioAssay.
Rac1 GTP hydrolysis – MgcRacGAP GTPase-activating activity inhibitors, confirmation, biochemical, ADP Hunter fluorescence. MgcRacGAP-stimulated Rac1 GTP hydrolysis, ADP Hunter fluorescence; higher % means a stronger effect; GST-tagged Rac1 F28L mutant substrate. 0.6% of 340,000 active. inhibition, % at 30 µM, or IC50 in µM where a hit was titrated. AID 624330;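 active means first-screen hits whose inhibition reached a set limit at any dose in the follow-up dose series; inconclusive means inhibition above the set first-screen limit but never retested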;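 further: fluorescence reports GDP produced by GAP-driven GTP hydrolysis; strong numbers were not always called active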
Dengue-2 NS5 capping – flavivirus cap methylation enzyme inhibition – biochemical, confirmation dose response, primary screen (AID 588689); Dengue-2 NS5 methyltransferase capping enzyme assay, biochemical; higher % means a stronger effect; inhibition, % at 25 µM; hits with a dose series show IC50 in µM; 0.3% of 340,000 active; in the data active means a potency from the dose series; inconclusive means inhibition above about 29% without an active follow-up result
Dengue-2 NS5 capping pilot replicate – also measured in Dengue-2 NS5 capping; calls as there; inhibition, %; measured here: pilot screen replicate inhibition
* hit, by the source's call; ? = inconclusive. Only part of the results is shown, so the mix of outcomes need not match the whole.

SMILES	Rac1 GTP hydrolysis	Dengue-2 NS5 capping	others
CCC(Sc1nc2ccsc2c(=O)n1Cc1ccc(C(=O)O)cc1)C(=O)Nc1cccc(OC)c1 (stereo not given)	24%	7%
COc1ccc(-c2sc3ccc(N4CCOCC4)cc3c2C#Cc2ccsc2)cc1	0%	4%
Cc1cc(NS(=O)(=O)c2ccc(NC(=O)Cc3ccc([N+](=O)[O-])cc3)cc2)nc(C)n1	7%	5%
O=C1CCc2cc(S(=O)(=O)NCc3ccc(F)cc3)cc3c2N1CC3	4%	1%
CC[C@H](C)[C@@H]1NC(=O)[C@H]([C@@H](C)CC)NC(=O)[C@@H](CC(C)C)NC(=O)[C@H](Cc2ccccc2)NC(=O)[C@H](Cc2ccccc2)NC(=O)[C@@H]2CCCN2C(=O)[C@@H]2CCCN2C(=O)[C@H](C(C)C)NC(=O)[C@H](CC(C)C)NC1=O	15%	3%
CCOc1ccc(NC(=O)COC(=O)CC2CC3CCC2C3)cc1 (stereo not given)	6%	1%
CC(C)(C)S(=O)N1Cc2cc(CO)cc(-c3ccccc3)c2[C@@H]1CCO (stereo not given in full)	3%	-15%	Dengue-2 NS5 capping pilot replicate=-6.4
CCOc1ccc(CCN2C(=S)N([C@@H](Cc3ccc(O)cc3)CN3CCCC3CN3C(=S)NC[C@@H]3Cc3ccc(O)cc3)C[C@@H]2CC(C)C)cc1 (stereo not given in full)	11%	-1%
CC(C)(C)OC(=O)C[C@@H]1C/C=C\C[C@H](CC(=O)N(CCO)Cc2ccccc2)C(=O)N[C@H](C(C)(C)C)COC1=O	2%	1%
O=C(C1CC(=O)N(c2ccc3c(c2)OCCO3)C1)N1CCN(S(=O)(=O)c2ccccc2F)CC1 (stereo not given)	5%	1%
CC(C)CCN1C(=O)c2ccc(C(=O)OCC(=O)N(CC(C)C)C3CCS(=O)(=O)C3)cc2C1=O (stereo not given)	0%	2%
CCOc1ccccc1NC(=O)C(OC(=O)c1cnc(C)cn1)c1ccccc1 (stereo not given)	6%	0%
COc1cccc2c1cc1c(=O)n(CC(=O)N3CCCC3)nc(C)n12	5%	-12%
C=CCC[C@@H](Cc1ccc(F)cc1)C(=O)OC[C@H](C)NC(=O)[C@H](CC=C)CC(=O)N(CCO)Cc1ccccc1	7%	-2%
CN1C(=O)[C@H]2[C@@H](c3ccc(C(F)(F)F)cc3)N[C@]3(CCCN(Cc4cccn4C)C3=O)[C@H]2C1=O	15%	-7%
CCCCCCN1C[C@H](O)[C@@H](n2cc(COC(=O)c3ccccc3)nn2)C[C@@H]1c1ccc(C)cc1	14%	-1%
O=C(OCCOc1ccccc1Cl)c1cc(S(=O)(=O)N2CCCCC2)ccc1N1CCOCC1	8%	-12%
COc1ccc(CNC(=O)c2cccc(S(=O)(=O)N3CCN(c4ccc(F)cc4)CC3)c2)cc1	0%	5%
CCCCN(C(=O)CCN1C(=O)C2CC=CCC2C1=O)c1c(N)n(CCCC)c(=O)[nH]c1=O (stereo not given)	2%	-4%
Cc1cccn2c(=O)c3cc(C(=O)NCc4ccc(F)cc4)c(=N)n(CCCN4CCOCC4)c3nc12	11%	2%
CC(OC(=O)C1CC1)C(=O)Nc1cccc(S(=O)(=O)N2CCOCC2)c1 (stereo not given)	3%	-5%
CN(c1ccc(OCC(=O)Nc2ccccc2C(=O)O)cc1)S(=O)(=O)c1ccc(Cl)cc1	5%	15%
CCN(CC)CC(O)CNc1ccnc2c(Cl)ccc(Cl)c12 (stereo not given)	11%	8%
CCOC(=O)c1ccc(NC(=O)c2nc[nH]c2C(=O)NCCNC(=O)c2[nH]cnc2C(=O)Nc2ccc(C(=O)OCC)cc2)cc1	0%	-8%
COc1ccc(CN2CC(=O)N3[C@H]4c5cc(C)ccc5OC[C@@H]4[C@H](c4ccccc4)[C@]3(C)C2=O)cc1	3%	?
O=C(CC(CC(=O)c1ccccc1)c1ccccn1)c1ccccc1	3%	-2%
COc1ccccc1NC(=O)c1ccccc1C(=O)N(C)Cc1ccccc1	1%	-2%
COc1ccc(NC(=O)CN2C(=O)c3ccccc3S2(=O)=O)cc1S(=O)(=O)N1CCOCC1	4%	-5%
CC(C)Oc1ccc(S(=O)(=O)N2CCOCC2)cc1NC(=O)CSc1nnc(C2CC2)n1C	7%	-3%
Cc1cc(NC(=O)COC(=O)CNS(=O)(=O)c2c(F)cc(F)cc2Br)no1	-1%	-9%
COc1ccc(C=NNC(=S)Nc2ccc(F)cc2)cc1OC	9%	-5%
CC(=O)c1ccc(S(=O)(=O)N2CCN(c3nn(C)c(=O)n(C)c3=O)CC2)cc1	8%	-1%
N#CC(=C(O)CN1CCN(c2ccccc2F)CC1)c1nc(-c2ccccc2)cs1	7%	8%
CCN(CC)CCOC(=O)C(c1ccccc1)C1CCCCC1 (stereo not given)	0%	8%
CCOC(=O)C1CC2=C(CCCC2=O)NC1=O (stereo not given)	4%	-5%	Dengue-2 NS5 capping pilot replicate=-1.8
CC(C)C[C@H]1CNC(=S)N1CC1CCCN1C[C@H](CC(C)C)N1C[C@H](Cc2ccc(O)cc2)N(CC2CCCCC2)C1=S (stereo not given in full)	14%	-3%	Dengue-2 NS5 capping pilot replicate=-2.8
O=c1c(O)c(-c2ccccc2)oc2ccccc12	9%	-6%
CCCCN(C(=O)c1cc(CN2C(=O)c3ccccc3C2=O)ccc1OC)c1c(N)n(CC(C)C)c(=O)[nH]c1=O	4%	3%
COc1ccc(/C=C/c2cc(O)cc(OC3OC(CO)C(O)C(O)C3O)c2)cc1 (stereo not given)	5%	-1%
C[C@H]1COC(=O)[C@@H](Cc2ccc(F)cc2)CC/C=C/C[C@@H](CC(=O)N(CCO)Cc2ccccc2)C(=O)N1	2%	-1%
Cn1c(N)c(C(=O)COC(=O)Cc2ccc(Br)cc2)c(=O)n(C)c1=O	-1%	-3%
O=C1CC[C@@H](C(=O)N2CSC[C@@H]2C(=O)Nc2ccc(C(F)(F)F)cc2)N1	6%	11%
Cc1cc(C(=O)COC(=O)c2ccc(O)cc2O)c(C)n1-c1ccc(OC(F)F)cc1	2%	-12%
O=C(c1ccc(OCC2CCCO2)cc1)N1CCN(S(=O)(=O)c2cccc(F)c2)CC1 (stereo not given)	2%	-4%
CC(C)NC(=O)N(C)C[C@@H]1Oc2ccc(NC(=O)Nc3ccc(C(F)(F)F)cc3)cc2CC(=O)N([C@H](C)CO)C[C@@H]1C	-7%	-5%
O=C(Cc1ccc(NC(=O)C2CCCN(C(=O)CCc3ccccc3)C2)cc1)Nc1cccc(C(=O)N2CCCCC2)c1 (stereo not given)	5%	-7%	Dengue-2 NS5 capping pilot replicate=-3.9
COc1ccccc1CNS(=O)(=O)CCNCc1ccco1	8%	-1%
N#CC(OC(=O)c1ccccc1)c1ccccc1 (stereo not given)	0%	-6%
COc1cc(N(C(C)=O)c2ccc(O)c(C(=O)O)c2)c2ncccc2c1	6%	15%
O=C1CCC/C=C\C[C@H](CC(=O)N(CCO)Cc2ccccc2)C(=O)N2CCC[C@@H]2CO1	8%	-2%
Cc1cc(C)n2nc(N)nc2n1	-3%	-6%
CC1=C(C(=O)N2CCOCC2)CC(CC(=O)NCc2cccc3ccccc23)C(=O)N1CCC1=CCCCC1 (stereo not given)	1%	-6%
Cc1cc(N=Nc2ccccc2)cc(C)c1NC(=O)C(F)(F)F	4%	4%
CC(=O)N1CCN(S(=O)(=O)c2cccc(C(=O)NNC(=O)c3ccc(Br)cc3)c2)CC1	7%	?
CCOC(=O)Nc1ccc(OC(=O)Oc2ccc(NC(=O)OCC)cc2)cc1	32µM*	4%
Cc1ccc(C(=O)Cc2ccccc2)c(O)c1	6%	-4%
COc1cc(C=NNC(=S)Nc2ccc(S(=O)(=O)N3CCCCC3)cc2)cc(OC)c1OC	4%	0%
NS(=O)(=O)c1cccc(NC(=O)COC(=O)CC2Sc3ccccc3NC2=O)c1 (stereo not given)	4%	-5%
CCc1ccccc1NC(=O)CN(C)C(=O)COC(=O)c1ccco1	3%	4%
Cc1ccc(OC(=O)N(C)C[C@@H]2OCc3cn(nn3)CCCC(=O)N([C@@H](C)CO)C[C@H]2C)cc1	16%	-1%
Next section.
SMILES	Rac1 GTP hydrolysis	Dengue-2 NS5 capping	others
Cc1ccc(NC(=O)c2ncn(CC(=O)N[C@H](C)c3cccc4ccccc34)n2)cc1C	12%	-4%	Dengue-2 NS5 capping pilot replicate=0.3
COc1cccc(CNC(=O)COC(=O)c2ccc(N3CCCC3=O)cc2)c1	14%	-5%
c1ccc(-c2nnc3oc(-c4cccs4)nn23)cc1	6%	-17%
CCCCCCCN(c1ccccc1)[C@@H]1C[C@H]2CCCC(=O)N3CC[C@@H](C1)[C@@H]23	3%	-8%
S=c1nc[nH]c2c1ncn2-c1ccc(Cl)cc1	17%	-3%
C=CCC[C@@H](Cc1ccc(F)cc1)C(=O)OC[C@H](Cc1c[nH]c2ccccc12)NC(=O)[C@@H](CC=C)CC(=O)N(CCO)Cc1ccccc1	7%	2%
CC1=C(C(=O)N(C)C)CC(CC(=O)NC2CCCCC2)C(=O)N1Cc1ccccc1 (stereo not given)	5%	3%
COc1ccc(Br)cc1/C=C/C(=O)OCC(=O)NCCc1ccc(S(N)(=O)=O)cc1	0%	-3%
CN(C)/C(=C\C(=O)c1ccccc1)C(=O)c1ccccc1	2%	4%
C#CCOCCOCCOCCNc1nc(N2CCN(C(=O)Cn3cc(CC(C)O)nn3)CC2)nc(N2CCN(C(=O)[C@H](CCCCN)n3cc(CC(C)O)nn3)CC2)n1 (stereo not given in full)	5%	-6%
O=[N+]([O-])c1ccc(NN=Cc2ccc(O)cc2)nc1	23%	-25%
Nc1nc(SCC(=O)Nc2cc(Cl)ccc2Cl)n[nH]1	5%	-2%
c1ccc2c(c1)-c1nc3ccccc3cc1C2N1CCOCC1 (stereo not given)	11%	-9%
Cc1ccc(S(=O)(=O)N2CCOCC2)cc1NC(=O)c1cc2ccccc2oc1=O	1%	-9%
O=C1C[C@@H]2c3c(cccc3CN1Cc1ccccc1Cl)C[C@@H](O)[C@H]2O	-2%	3%
Cc1cccc(C)c1OCCOC(=O)c1ccc(S(=O)(=O)N2CCCC2)cc1	9%	4%
CCCCCCn1c(=O)n2n(c1=O)[C@@H]1CN(S(=O)(=O)c3ccc(C)cc3)C[C@]1(O)[C@@H](OC(=O)NCC1CCCCC1)C2	4%	1%
CCCC1(CC)C(=O)NC(=O)N=C1N (stereo not given)	0%	-11%
Cc1cc(S(=O)(=O)N2CCCCC2CCNC(=O)C(=O)NCCN2CCOCC2)ccc1F (stereo not given)	10%	1%
COc1ccc(CNC(=O)N2[C@H]3CC[C@@H]2C=C(c2ccc(F)cc2OCc2ccccc2)C3)cc1OC	1%	3%
Cc1ccc(NC(=O)C2CC(=O)N(C(C)c3ccccc3)C2)cc1 (stereo not given)	3%	-2%
Cc1cccc(NC(=O)c2ccc(S(=O)(=O)N(C)c3ccccc3)cc2)n1	2%	5%
O=C1CCCCC1C(O)(C(=O)c1ccccc1)c1ccccc1 (stereo not given)	6%	3%
C[C@H](CO)N1C[C@H](C)[C@@H](CN(C)S(C)(=O)=O)Oc2c(NC(=O)c3ccncc3)cccc2C1=O	7%	-5%
CC1CCCC(C)N1C(=O)COC(=O)c1ccc(Br)o1 (stereo not given)	5%	-11%
COc1ccc(S(=O)(=O)N2CCOCC2)cc1NC(=O)Cc1ccsc1	1%	-2%
C[C@@H]1CN([C@H](C)CO)C(=O)Cc2cc(NC(=O)CCC(F)(F)F)ccc2O[C@@H]1CN(C)S(=O)(=O)c1ccccc1	10%	-1%
COc1ccc(C(=O)Cc2ccccc2C(=O)O)cc1	-1%	-2%
CC(NS(=O)(=O)c1ccc2ccccc2c1)c1ccccn1 (stereo not given)	4%	-8%

Part of the list above in order of length of the SMILES, rising:
SMILES	Rac1 GTP hydrolysis	Dengue-2 NS5 capping	others
CCCC1(CC)C(=O)NC(=O)N=C1N (stereo not given)	0%	-11%
COc1ccc(C(=O)Cc2ccccc2C(=O)O)cc1	-1%	-2%
CC1CCCC(C)N1C(=O)COC(=O)c1ccc(Br)o1 (stereo not given)	5%	-11%
c1ccc2c(c1)-c1nc3ccccc3cc1C2N1CCOCC1 (stereo not given)	11%	-9%
O=C1CCCCC1C(O)(C(=O)c1ccccc1)c1ccccc1 (stereo not given)	6%	3%
Cc1ccc(NC(=O)C2CC(=O)N(C(C)c3ccccc3)C2)cc1 (stereo not given)	3%	-2%
Cc1cccc(C)c1OCCOC(=O)c1ccc(S(=O)(=O)N2CCCC2)cc1	9%	4%
Cc1cccc(NC(=O)c2ccc(S(=O)(=O)N(C)c3ccccc3)cc2)n1	2%	5%
Cc1ccc(S(=O)(=O)N2CCOCC2)cc1NC(=O)c1cc2ccccc2oc1=O	1%	-9%
O=C1C[C@@H]2c3c(cccc3CN1Cc1ccccc1Cl)C[C@@H](O)[C@H]2O	-2%	3%
COc1ccc(CNC(=O)N2[C@H]3CC[C@@H]2C=C(c2ccc(F)cc2OCc2ccccc2)C3)cc1OC	1%	3%
C[C@H](CO)N1C[C@H](C)[C@@H](CN(C)S(C)(=O)=O)Oc2c(NC(=O)c3ccncc3)cccc2C1=O	7%	-5%
C[C@@H]1CN([C@H](C)CO)C(=O)Cc2cc(NC(=O)CCC(F)(F)F)ccc2O[C@@H]1CN(C)S(=O)(=O)c1ccccc1	10%	-1%
CCCCCCn1c(=O)n2n(c1=O)[C@@H]1CN(S(=O)(=O)c3ccc(C)cc3)C[C@]1(O)[C@@H](OC(=O)NCC1CCCCC1)C2	4%	1%
